S3 lipid droplet = qHTS Assay for Lipid Storage Modulators in Drosophila S3 Cells; Drosophila S3 cells, BODIPY lipid droplet fluorescence, 18-24 h; cells fed with added oleic acid; lipid storage change, negative = inhibition, % at the top dose, mostly 46.1 µM; hits show Potency in µM; 320,000 compounds, 0.64% hits; AID 2685; active means well fitted inhibition curve with a large enough effect in the signal ratio, with a control signal flat, not every such curve was filed as active; inconclusive means small, poorly fitted or top-dose-only effect, or effect the other way, or a change in a side signal; the % refers to the signal ratio
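Drosophila S3 cells got compounds at several concentrations plus oleic acid (400 uM solution). Laser-scanning cytometry with 488 nm excitation read lipid droplets at 500-530 nm and cells at 575-640 nm. Percent activity was relative to 20 uM Triacsin C.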
S3 lipid droplet cell count max = second read-out of S3 lipid droplet, no call of its own (marks repeat the call); cell number change, %; measured here: cell count max response;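 cells counted by Cell Tracker Red CMTPX staining in the red channel; peak over a dose series mostly up to 46.1 µM; percent activity relative to internal control wells on each plate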
Starred values were filed as active, the others as inactive; i = inactive; ? = inconclusive; / = not tested or not shown. On the % scale 0 is the no-effect control and ±100 the full control effect; potency means the concentration at half of the fitted maximal effect. This is a subset; count on the stated rates, not on these rows.

Values in the order – S3 lipid droplet | S3 lipid droplet cell count max
> COc1cccc(CNc2nc3nc(C)cc(=O)n3[nH]2)c1
 : 3% | 5
> COc1ccc(S(=O)(=O)N2CCN(CC(=O)Nc3ccccc3Cl)CC2)cc1
 : -25% | 0
> NC(=O)c1ccccc1NC(=O)CS(=O)(=O)Cc1ccccc1
 : ? | /
> Cc1nn(C)c(C(=O)NNC(=S)NC2CCCCC2)c1Br
 : 16% | -12
> Cc1ccc(OCCC(=O)Nc2ccc(F)c(F)c2)cc1
 : -6% | -7
> CCCCCCOc1ccc(/C(N)=N/O)cc1
 : ? | /
> O=C(NNC(=O)c1ccc([N+](=O)[O-])cc1)c1ccncc1
 : ? | /
> Fc1ccc(OCc2nnc(SCCN3CCOCC3)o2)cc1
 : 6% | 7
> CCCCCCn1nc(C(=O)N(CCOC)c2c(N)n(CCCC)c(=O)[nH]c2=O)c2ccccc2c1=O
 : ? | /
> Cc1cc(Cl)c(OCCCSc2nc(C)cc(=O)[nH]2)c(Br)c1
 : ? | /
> COc1ccccc1CN1CCN(C(=O)c2ccncc2)CC1
 : ? | /
> COc1ccc(N(C)C(=O)c2onc3c2CCCC3)cc1
 : ? | /
> COc1ccccc1-c1nnc(SCC(=O)O)n1-c1ccc(C)cc1
 : -7% | 6
> O=C(Nc1ccc(N2CCN(C(=O)c3cccs3)CC2)c(Cl)c1)c1ccco1
 : ? | /
> COc1cc(C(=O)Nc2c(C(=O)N3CCOCC3)oc3ccccc23)cc(OC)c1OC
 : ? | /
> CC1CCN(c2ccc([N+](=O)[O-])cc2C(=O)N2CCOCC2)CC1
 : ? | /
> Cc1ccc(CNC(=O)Cc2cccs2)cc1
 : i | /
> CCOC(=O)N1CCN(C(=O)/C=C/c2ccc(OC)c(OC)c2)CC1
 : i | 1
> CCn1nnc(NC(=O)C(c2ccccc2)c2ccccc2)n1
 : 5% | 3
> COc1ccc(/C=C/c2cccc[n+]2C)c(O)c1
 : i | 4
> Cc1ccc(-c2[nH]nc3c2C(c2ccoc2)C(C#N)=C(N)O3)cc1C (stereo not given)
 : ? | /
> Cc1cccc(NC(=O)c2cccnc2)c1C
 : ? | /
> c1ccc(-c2nc(N3CCOCC3)cc(N3CCOCC3)n2)cc1
 : ? | /
> Cc1cccc(CS(=O)(=O)Cc2ccc(C(=O)NC3CCCC3)o2)c1
 : ? | /
> Cc1ccc(C(=O)NNC(=O)c2ccc(NS(=O)(=O)c3cccs3)cc2)o1
 : i | 10
> CCC(CC)C1C(C#N)=C(N)Oc2cc(C)oc(=O)c21 (stereo not given)
 : ? | /
> Cc1cccc(CSc2nn3c(=O)c(C)nnc3s2)c1
 : -4% | -13
> CN(Cc1ccccc1)C(=O)CSc1nc2ccccc2c(=O)n1Cc1ccco1
 : ? | /
> COc1ccccc1/C=C/CN1CCOCC1
 : ? | /
> COc1ccc(S(=O)(=O)N2CCCC2C(=O)Nc2ccc(C)cc2)cc1 (stereo not given)
 : ? | /

Molecules from the list above containing an NH in an aromatic ring (four):
Values in the order – S3 lipid droplet | S3 lipid droplet cell count max
> COc1cccc(CNc2nc3nc(C)cc(=O)n3[nH]2)c1
 : 3% | 5
> CCCCCCn1nc(C(=O)N(CCOC)c2c(N)n(CCCC)c(=O)[nH]c2=O)c2ccccc2c1=O
 : ? | /
> Cc1cc(Cl)c(OCCCSc2nc(C)cc(=O)[nH]2)c(Br)c1
 : ? | /
> Cc1ccc(-c2[nH]nc3c2C(c2ccoc2)C(C#N)=C(N)O3)cc1C (stereo not given)
 : ? | /

Next part
Values in the order – S3 lipid droplet | S3 lipid droplet cell count max
> COc1ccc(CCC2CCNCC2)cc1
 : 1% | 18
> O=S1(=O)C[C@@H](O)[C@@H](Nc2ccc(Cl)cc2)C1
 : ? | /
> CCCCn1c(=O)[nH]c(=O)c2c1nc(-c1ccc3ccccc3c1)n2CC
 : ? | /
> COC(=O)c1c(NC(=O)C2Cc3ccccc3C(=O)O2)sc2c1CCCC2 (stereo not given)
 : ? | /
> CCCC(=O)Nc1nn(C)c2nc3ccc(C)cc3cc12
 : i | 18
> O=C(Nc1cccc(Cl)c1)N1N=CCC1c1ccccc1 (stereo not given)
 : ? | /
> CCC(CC)C(=O)Nc1nnc(S(=O)(=O)N2c3ccccc3CC2C)s1 (stereo not given)
 : ? | /
> CSc1nncc(-c2ccc(F)c(F)c2)n1
 : 12% | -16
> CC1CCCCC1NC(=O)c1ccc(NS(=O)(=O)c2ccc3[nH]c(=O)[nH]c3c2)cc1 (stereo not given)
 : ? | /
> CC(NC(=O)C1CCC(CNS(=O)(=O)c2ccccc2)CC1)c1ccc2c(c1)OCCO2 (stereo not given)
 : i | /
> O=C(Cc1cccs1)NCc1ccccc1F
 : -2% | 10
> Cc1ccc(-c2nnn(CC(=O)N(Cc3ccco3)C(C(=O)NC(C)(C)C)c3ccc(C)o3)n2)o1 (stereo not given)
 : ? | /
> CCOC(=O)CC(=O)CSc1nc(-c2ccc3c(c2)OCO3)cc(C(F)(F)F)c1C#N
 : -7% | -10
> CCOC(=O)c1nn(-c2ccc(C)cc2)c(C)c1C(C)=O
 : ? | /
> CC(=O)c1ccc2c(c1)CC(C)C(=O)N2C (stereo not given)
 : ? | /
> CC1(C(=O)NC(=S)NNC(=O)c2ccncc2)CCCCC1
 : -18% | -1
> CC(C)CNS(=O)(=O)c1ccc(CCC(=O)NCCC2=CCCCC2)cc1
 : -11% | -17
> COc1ccc(OC)c2c(C)cc(N3CCN(C(=O)c4ccc(Cl)cc4)CC3)nc12
 : ? | /
> COc1ccc(C(=O)NC(=S)N2CCNC(=O)C2)cc1Br
 : -10% | 5
> CCCNS(=O)(=O)c1ccc(OCC(=O)Nc2ccc3c(c2)OCO3)cc1
 : 1% | 9
> CCc1ccc(C(c2c(C)nn(-c3ccccc3)c2N)c2c(C)nn(-c3ccccc3)c2N)cc1
 : ? | /
> O=C(O)CC(NC(=O)C12CC3CC(CC(C3)C1)C2)c1ccc(OC2CCCC2)cc1 (stereo not given)
 : ? | /
> Cn1c(SCC(=O)NCCc2ccccc2)nnc1C1CCCCC1
 : i | 20
> CCOC(=O)c1c(C)[nH]c(C)c1S(=O)(=O)N1CCN(c2ccc(F)cc2)CC1
 : i | -15
> O=C(Nc1nncs1)c1ccc(S(=O)(=O)c2ccccc2)cc1
 : i | /
> CCOc1ccc(NC(=O)c2ccc3c(c2)CCN3S(C)(=O)=O)cc1
 : -19% | 14
> O=C(/C=C/c1cccc([N+](=O)[O-])c1)N1CCN(c2ccc(F)cc2)CC1
 : 21µM* | 2.7*
> Cc1cc(C)n(-c2cc(N3CCN(C(=O)c4cccc(Br)c4)CC3)ccc2[N+](=O)[O-])n1
 : ? | /
> COc1ccc(C(=S)N2CCN(c3ccccc3C)CC2)cc1
 : 10% | 4
> CCOC(=O)c1cnc(-n2nc(C)cc2C)nc1NCCO
 : 26% | -18
> O=C(CCc1ccccc1)Nc1nc2c(F)cc(F)cc2s1
 : ? | /
> CCn1c2ccccc2c2cc(NC(=O)COC(=O)c3cc(S(=O)(=O)N4CCCCC4)ccc3Cl)ccc21
 : ? | /
> CC1=C(C(=O)Nc2cccc([N+](=O)[O-])c2)C2(CCC(C)CC2)OC1=O (stereo not given)
 : 0% | -7
> CCOC(=O)C1CCN(CC(O)COCc2ccc3c(c2)OCO3)CC1 (stereo not given)
 : 6% | /
> O=C(C1CCN(S(=O)(=O)c2ccc(Br)s2)CC1)N1CCCCC1
 : i | -14
> CCOc1ccccc1-n1cnc2cc(C(=O)NCc3ccco3)ccc21
 : -4% | -8
> COc1ccc(C(=O)NC(=S)NNC(=O)Cc2cccs2)cc1
 : i | 3
> CN(C)S(=O)(=O)c1cccc(C(=O)Nc2ccc(N3CCOCC3)cc2)c1
 : 1% | 19
> N#CCCN1CCN(C2=NC(=O)C(=C3CCCCC3)S2)CC1
 : 10% | -8
> O=[N+]([O-])c1ccc(/C=N/N/C(=N/c2ccccn2)c2ccccn2)cc1
 : ? | /
> CN(C(=O)COc1ccc(Cl)cc1Cl)C1(C)CCS(=O)(=O)C1 (stereo not given)
 : -18% | /
> O=C(Cc1ccc([N+](=O)[O-])cc1)NCc1cccnc1
 : ? | /
> O=C(N/N=C/c1c[nH]c2ccccc12)c1ccc(Cl)cc1
 : ? | /
> COc1ccccc1-c1nnc(NC(C)=O)s1
 : ? | /
> COc1ccc(OC)c(C(=O)c2ccc(C(=O)Nc3ccc(NC(C)=O)cc3)cc2)c1
 : ? | /
> Cc1ccc(S(=O)(=O)Nc2ccc3c(c2)C(=O)NC3=O)cc1[N+](=O)[O-]
 : -21% | 8
> CCN(CC)CCCNC(=S)N(CCO)Cc1cc2cc3c(cc2[nH]c1=O)OCCO3
 : i | 0
> COc1ccc(Cl)cc1NC(=O)CN1CCN(S(=O)(=O)c2ccc(F)cc2)CC1
 : ? | /
> Cc1nc(SC(C)C(=O)NC2CCCCC2C)c2c(C)c(C)sc2n1 (stereo not given)
 : i | -1
> CCCCC(=O)Nc1nnc(SCC(=O)N2CCN(c3ccccc3OC)CC2)s1
 : ? | /
> COc1ccc(CCNC(=O)c2cc(-c3ccccn3)nc3c(Cl)cccc23)cc1OC
 : -8% | -4
> O=C(Nc1cc(Cl)ccc1O)c1cc2n(n1)C(C(F)(F)F)CC(c1ccc3c(c1)OCO3)N2 (stereo not given)
 : ? | /
> COc1cc(/C=N/NC(=O)CNC(=O)c2ccccc2)ccc1OC(=O)c1cccs1
 : -2% | 21
> CN1CCN(S(=O)(=O)c2ccc3c(c2)NC(=O)CS3)CC1
 : ? | /
> Cc1ccc(C(=O)c2cc3c(cc2N)OCCO3)cc1
 : ? | /
> COc1cc(OC)c2c(-c3ccccc3)cc(=O)oc2c1C(CC(=O)N1CCOCC1)c1ccc(N(C)C)cc1 (stereo not given)
 : -8% | -11
> Cc1cccc(CCNC(=O)CC2C(=O)NCCN2Cc2ccc(F)c(F)c2)n1 (stereo not given)
 : 18% | 6
> CCOc1ccc(CNC(=O)CCS(=O)(=O)Cc2cccc(Cl)c2)cc1OC
 : -6% | /
> Cc1ccc(-n2nc3c(=S)[nH]nc(C)c3c2C)cc1
 : ? | /
> CNC(=S)N1CCn2cccc2C1c1ccc(F)cc1 (stereo not given)
 : ? | /

Whole records as entered above:
Shown for Cc1ccc(C(=O)c2cc3c(cc2N)OCCO3)cc1 = S3 lipid droplet = ?; S3 lipid droplet cell count max = /
Shown for CNC(=S)N1CCn2cccc2C1c1ccc(F)cc1 (stereo not given) = S3 lipid droplet = ?; S3 lipid droplet cell count max = /

Other structures follow:
Values in the order – S3 lipid droplet | S3 lipid droplet cell count max
> Cc1ccc(-n2ncc3c(=O)n(CC(=O)Nc4cccc(Cl)c4)cnc32)cc1C
 : ? | /
> Cc1nn(C)c(Oc2cccc(C(F)(F)F)c2)c1C=O
 : 11% | 28
> O=C(O)CN1C(=O)c2ccc(Oc3cccc4c3C(=O)N(CC(=O)O)C4=O)cc2C1=O
 : ? | /
> CS(=O)(=O)N1CCC(C(=O)Nc2ccccc2Br)CC1
 : ? | /
> NNC(=O)c1cc(S(=O)(=O)N2CCOCC2)c[nH]1
 : ? | /
> CC(=O)/C(=N\Nc1cccc(Cl)c1)Sc1nnc(-c2ccccc2)n1-c1ccccc1
 : 1% | -20
> O=C(C(Cc1ccccc1)N1C(=O)c2ccccc2C1=O)N1c2ccccc2CCc2ccccc21 (stereo not given)
 : -23% | 11
> Cn1c(=O)cc(Nc2ccccc2)c2c(=O)n(-c3ccccc3)c(=O)n(-c3ccccc3)c21
 : 8% | 4
> COc1cccc(CN2CCN(c3ncccn3)CC2)c1
 : 11% | 21
> COc1ccccc1-c1coc2c(CN3CCCCC3C)c(O)ccc2c1=O (stereo not given)
 : i | 1
> COc1cc2c(cc1OC)CN(C(=O)CSc1nc3[nH]ncc3c(=O)n1-c1ccccc1)CC2
 : ? | /
> CCCNC(=O)c1ccc(C2SCC(=O)N2Cc2ccccc2)cc1 (stereo not given)
 : 14% | /
> COc1ccc(NC(=O)c2cc3ccccc3cc2OC)cc1OC
 : i | 18
> CCCC(=O)Nc1ccc(Cl)c(NC(=O)c2ccco2)c1
 : ? | /
> CN1C(=O)c2ccc(C(=O)Nc3ccc(Br)cn3)cc2C1=O
 : -6% | 13
> CS(=O)(=O)c1ccccc1-c1nnc(NC(=O)COc2ccc(Cl)cc2)o1
 : ? | /
> COCCN(CC1CCCN(C2Cc3ccccc3C2)C1)C(=O)c1ccc(C(C)=O)cc1 (stereo not given)
 : ? | /
> CC(=O)/C(C#N)=C1\NC(=O)C(Cc2cc(Cl)ccc2Cl)S1 (stereo not given)
 : 2% | /
> O=C(NC1CCc2ccccc21)C1CCN(S(=O)(=O)c2ccc(Cl)cc2)CC1 (stereo not given)
 : ? | /
> CCN1CCCC1CNC(=O)c1cc(NC(C)=O)c(N(C)C)cc1OC (stereo not given)
 : -14% | -13
> Cc1ccc(C)c(NC(=O)C2CCCN2C(=O)OC(C)(C)C)c1 (stereo not given)
 : 23% | 0
> Cc1occc1-c1nnc(SCC(=O)NCc2ccc3c(c2)OCO3)n1CC(C)C
 : ? | /
> CCOc1ccc2[nH]c(=O)c(C(c3nnnn3Cc3ccco3)N3CCN(C)CC3)cc2c1 (stereo not given)
 : ? | /
> COc1ccc(Oc2coc3cc(OC(=O)c4cncc(Br)c4)ccc3c2=O)cc1
 : ? | /
> OC(COc1ccccc1)CN(Cc1ccccc1)CC(O)COc1ccccc1 (stereo not given)
 : ? | /
> CCO[C@@H]1OC(C(=O)NCc2ccccc2)=C[C@H](C2CCCCC2)[C@H]1CCCO
 : ? | /
> Cc1ccc(F)cc1NC(=O)c1ccc(NS(=O)(=O)c2ccc(Br)s2)cc1
 : ? | /
> Nc1cccc2c1C(=O)N(CCOc1ccc(F)cc1)C2=O
 : ? | /

Screening results: PubChem, National Center for Advancing Translational Sciences (NCATS)
